# XiGFP reactiv: X-chromosome reactivation activator; XiGFP mouse fibroblasts, % GFP-positive cells imaging, 3 d; cells co-treated with 5-aza-dC sensitizer; scaled so ellipticine positive control = 100%; activation, % at 7.58 µM; 360,000 compounds, 0.055% hits; AID 743238;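 active = mean normalized replicate activation at least 10% and every replicate at or above 10%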;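 also: 0% = median of on-plate neutral control wells and 100% = ellipticine 6 µM median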
#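 System: 68-5-11 XiGFP fibroblast line; Timing: 3 days compound exposure; Compound dosing: one concentration, pinned; Benchmarks: positive control ellipticine, 6 µM final; Buffer or medium: DMEM containing 5-aza-dC.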
# E-selectin induc: induces E-selectin expression in human endothelial cells; P16581; HUVEC E-selectin immunofluorescence imaging; normalized: neutral wells 0, TNF-alpha wells 100; activation, % at 7.58 µM; 260,000 compounds, 0.37% hits;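 active = mean E-selectin-positive cell signal at least 10% of the positive control, reached in at least 60% of replicates, without over 20% cell loss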;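 also: in these data hits start at about 27%; measured in HUVEC primary endothelial cells; signal is the percent of cells scored E-selectin positive by PE staining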
# Target sequence (P16581 whole entry, looked up): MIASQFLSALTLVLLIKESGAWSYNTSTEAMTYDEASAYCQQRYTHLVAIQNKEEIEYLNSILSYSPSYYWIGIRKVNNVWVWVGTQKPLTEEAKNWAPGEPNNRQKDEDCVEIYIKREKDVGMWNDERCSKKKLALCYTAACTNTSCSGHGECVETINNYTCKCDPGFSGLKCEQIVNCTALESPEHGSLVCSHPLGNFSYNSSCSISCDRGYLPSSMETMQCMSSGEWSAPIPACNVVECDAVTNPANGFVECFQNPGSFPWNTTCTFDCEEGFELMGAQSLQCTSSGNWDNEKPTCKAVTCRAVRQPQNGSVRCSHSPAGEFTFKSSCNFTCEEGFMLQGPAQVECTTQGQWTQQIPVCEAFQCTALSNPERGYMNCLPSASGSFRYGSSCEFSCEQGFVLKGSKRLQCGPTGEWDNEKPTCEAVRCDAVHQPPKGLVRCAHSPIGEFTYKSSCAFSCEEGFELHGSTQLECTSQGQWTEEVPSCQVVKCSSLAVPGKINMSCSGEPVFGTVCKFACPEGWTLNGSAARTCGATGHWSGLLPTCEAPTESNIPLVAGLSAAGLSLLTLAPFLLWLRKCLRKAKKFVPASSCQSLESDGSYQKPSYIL
#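 Test system: HUVEC; input: 3,000 HUVEC/well; measured by: immunofluorescence imaging; read-out: % PE-positive cells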
# RAD52 anneal inh: inhibitors of human RAD52 DNA annealing | P43351 | recombinant RAD52 DNA annealing, FRET fluorescence | inhibition, % at 18.7 µM | 360,000 compounds, 0.46% hits | AID 651710;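 active = every replicate showing at least 50% inhibition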
# Casp6 inh: blocks human caspase-6 cleavage activity. purified caspase-6, Z-VEID-R110 cleavage fluorescence. 350,000 compounds, 0.53% hits. AID 686996. P55212. inhibition, % at 12.5 µM;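 active = mean inhibition across replicates at least about 35%, with every replicate also reaching that limit, limit read from the data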;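 also: 0% = median of neutral control wells and 100% = no fluorescence left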
# Target sequence (P55212 24-179 limits assumed): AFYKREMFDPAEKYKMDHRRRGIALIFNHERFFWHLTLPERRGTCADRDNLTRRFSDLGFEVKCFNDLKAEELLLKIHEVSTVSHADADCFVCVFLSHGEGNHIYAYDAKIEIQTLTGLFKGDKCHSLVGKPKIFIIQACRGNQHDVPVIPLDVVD
# Target sequence (P55212 194-293 limits assumed): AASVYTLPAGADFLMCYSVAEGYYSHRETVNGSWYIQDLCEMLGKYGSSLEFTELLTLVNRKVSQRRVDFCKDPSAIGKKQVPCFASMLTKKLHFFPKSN
# RAD54 inh: inhibitors of human RAD54 branch migration; 360,000 compounds, 0.14% hits; RAD54 Holliday junction branch migration, FAM/BHQ fluorescence; inhibition, % at 10.4 µM; Q92698;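 active = mean normalized replicate activity at least 40 and at least half of replicates scoring 40 or more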;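 also: 0% = median of neutral control wells and 100% = median of positive control wells; inhibitors cause a drop in the FAM fluorescence signal; in these data hits start at about 50%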
# INS-1E GSIS act: GLuc luminescence reporter in INS-1E cells, primary screen for activators of glucose-dependent secretion of insulin; INS-1E GLuc reporter insulin secretion, 2-3 h; 370,000 compounds, 0.61% hits; activation, % at 16.6 µM;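 active = lowest replicate activation of at least 40%, so every replicate reaches that level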;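 also: 0% = median of neutral control wells and 100% = median of IBMX positive control wells; some compounds called inactive have numbers as strong as hits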
# F508del corr: CFTR F508del correction in bronchial cells | CFBE cells, YFP halide quenching; stimulated with forskolin plus potentiator P3; % fluorescence drop versus neutral controls | activity (quench increase), % at 7.58 µM | 350,000 compounds, 0.36% hits;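 active = mean added fluorescence quench of at least 8% versus neutral control, with both replicates also reaching 8%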;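 also: cells transiently co-express mutant CFTR-F508del with the halide-sensitive YFP; corrector assay measuring rescue of mutant channel to the surface after 24 h compound exposure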
# DENV2 CPE: inhibitors of DENV2 cytopathic effect | 350,000 compounds, 1.7% hits | CPE inhibition, % at 9.99 µM | DENV2-infected cells, cytopathic effect rescue, plate reader; in the data active = CPE inhibition above about 20%, passing the limit was not always enough; tested in BHK-21 cells;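 also: 0% = median of neutral control wells and 100% = median of positive control wells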
# The depositor's hits bear a star; . = not tested or not shown.
SMILES,XiGFP reactiv,E-selectin induc,RAD52 anneal inh,Casp6 inh,RAD54 inh,INS-1E GSIS act,F508del corr,DENV2 CPE
COc1cccc(NC(=O)CN(C)C(C)C(=O)Nc2ccc(C(C)=O)cc2)c1 (stereo not drawn),-0.2,.,-7.7,-2.2,.,1.7,-1.5,-6.4
COc1ccc(CCN2CC(C(=O)NCCc3ccc(F)cc3)CCC2=O)cc1 (stereo not drawn),0.1,.,-10.3,3.0,-14.5,-8.3,-3.1,-0.5
COc1ccc(CNC(=O)N2CCN(S(=O)(=O)c3ccccc3)CC2)cc1,0.0,0.5,-5.0,2.7,-12.8,23.1,1.6,3.7
CCCCCCn1nc(C(=O)N(CCCC)c2c(N)n(CCC)c(=O)[nH]c2=O)c2ccccc2c1=O,-0.2,.,-14.6,-1.0,-11.7,-1.8,-3.4,1.5
CCN1CCN(CC(=O)Nc2cc3c(cc2C(C)=O)OCO3)CC1,0.0,.,4.2,-0.3,13.4,1.8,2.6,-3.0
Cc1cc(C)c(C(O)c2ncc(-c3cccc(F)c3)[nH]2)c(C)c1 (stereo not drawn),0.0,0.1,14.1,1.3,2.1,-19.0,0.1,5.5
C[C@@H]1CCCCO[C@H](CN(C)Cc2ccc(C(=O)O)cc2)[C@@H](C)CN([C@@H](C)CO)C(=O)c2cc(NS(C)(=O)=O)ccc2O1,-0.1,-0.2,-7.3,3.7,1.7,24.8,-2.5,4.9
COCC(=O)NCCSc1c(C)[nH]c2ccccc12,0.2,3.3,-3.5,-0.6,-1.3,10.0,0.4,16.7
CCCCn1c(N)c(N(CCOC)C(=O)C2CC(=O)N(c3ccc(CC)cc3)C2)c(=O)[nH]c1=O (stereo not drawn),0.2,-2.4,-12.4,-1.9,0.8,7.9,-1.1,-0.8
C[C@@H]1CCCCO[C@@H](CN(C)S(=O)(=O)c2cn(C)cn2)[C@H](C)CN([C@@H](C)CO)C(=O)c2cc(NS(=O)(=O)c3ccccc3)ccc2O1,-0.1,0.0,-12.4,-6.4,-0.7,9.7,-1.2,-6.6
Cc1cc([N+](=O)[O-])nn1CC(=O)NCCCN1CCOCC1,0.4,26.7*,0.0,-60.1,-13.2,-4.0,-0.6,6.0
COc1ccccc1CNC(=O)c1[nH]c(C)c(C(C)=O)c1C,0.0,0.0,-64.5,-0.2,-5.8,-8.9,-1.0,-1.0
C/C=C/c1cnc2c(c1)C(=O)N([C@@H](C)CO)C[C@@H](C)[C@@H](CN(C)C(=O)c1ccc3c(c1)OCO3)O2,0.3,1.0,-3.4,-1.5,-2.3,5.8,-3.6,-9.5
O=C(NCC(c1ccco1)N1CCc2ccccc21)C(=O)Nc1ccc(F)cc1F (stereo not drawn),0.5,1.9,-14.1,-0.8,0.5,31.3,7.3,18.5
O=C(NCCc1cn2ccccc2n1)c1cc(COc2c(F)cccc2F)on1,0.0,.,-19.9,-5.8,1.1,10.7,1.9,0.2
COC(=O)C1=C(C)N(C)C(=S)NC1c1ccc(OC)cc1OC (stereo not drawn),0.3,-9.2,1.8,0.0,.,11.4,-2.8,-0.2
COc1ccccc1S(=O)(=O)N(C)C[C@@H]1Oc2cc(/C=C/c3ccccc3)ccc2S(=O)(=O)N([C@@H](C)CO)C[C@@H]1C,0.5,-0.1,-5.6,-2.3,11.9,1.4,0.6,-6.9
CN1c2ccc(-c3cccc(C#N)c3)cc2[C@@H]2[C@@H](CCN2C(=O)C2CC2)[C@@H]1CO,0.3,0.1,-3.1,0.0,.,-21.6,0.5,6.1
Cc1cccc(/C=C2\Oc3cc(OS(C)(=O)=O)ccc3C2=O)c1,0.1,.,-19.3,0.4,-0.4,.,.,-5.9
CCCCCn1c(=O)[nH]c2cc(C(=O)NCCN3C(C)CCCC3C)ccc2c1=O (stereo not drawn),0.0,.,2.7,-0.3,10.9,11.2,2.7,-3.3
O=C(c1cccc(F)c1)N1CCCC(C(=O)N2CCCCC2)C1 (stereo not drawn),0.2,.,-1.4,-1.6,3.1,-13.8,0.2,0.2
C[C@H](CO)N1C[C@H](C)[C@H](CN(C)S(=O)(=O)c2ccc(Cl)cc2)Oc2ccc(NC(=O)Nc3ccc4c(c3)OCO4)cc2CC1=O,0.4,19.8,21.8,4.4,7.6,-11.7,4.4,-0.3
CC(C)NC(=O)N(Cc1ccccc1)Cc1cccs1,0.0,.,-1.0,0.1,0.0,-13.1,0.5,2.6
CC(=O)C(=Cc1ccc(Cl)cc1)C(=O)c1ccccc1,0.4,1.9,-10.2,11.3,.,-32.8,4.6,-6.7
O=C(/C=C/c1cccc(O)c1)c1cccnc1,0.0,.,-1.9,3.5,.,-20.7,4.0,1.3
O=C(NN1C(=O)NC2(CCCCC2)C1=O)c1ccc(-c2ccccc2Cl)o1,0.0,.,-0.4,2.1,-1.8,-6.1,3.3,-6.3
Cc1ccc(S(=O)(=O)Nc2ccc3c(c2)nc(C)n3C)cc1,-0.3,0.0,-11.8,2.6,.,2.4,0.1,-3.8
C[C@@H]1CN([C@@H](C)CO)C(=O)c2cc(NC(=O)c3ccccc3)ccc2O[C@@H](C)CCCCO[C@H]1CN(C)Cc1ccc2c(c1)OCO2,-1.1,2.8,13.3,0.1,-2.1,-23.7,-2.0,0.1
O=C(Nc1cccc(Cl)c1)Nc1csc([N+](=O)[O-])c1,0.1,.,0.9,0.4,-3.8,.,-0.2,-15.8
O=C(NCCc1ccccc1)c1cccc(Br)c1,0.0,.,-14.8,-0.7,-4.8,-5.1,-1.7,-1.6
CCN(C(=O)COC(=O)c1cc([N+](=O)[O-])ccc1N1CCOCC1)C1CCS(=O)(=O)C1 (stereo not drawn),-0.1,-1.2,-5.3,-6.3,-1.7,19.1,0.0,-2.7
CN1C(N)=NC(=O)/C1=C/c1ccc(F)cc1,0.0,.,15.3,-1.1,10.5,16.2,2.2,2.5
O=C(C[C@H]1C=C[C@H](NC(=O)c2ccc(F)cc2)[C@H](CO)O1)NCCc1ccncc1,0.3,-0.4,-1.9,-0.2,3.6,3.9,1.4,5.0
C=CCOC(=O)C(C#N)c1nc2ccccc2nc1N1CCN(c2ccccc2OCC)CC1 (stereo not drawn),0.0,.,-9.6,0.3,.,.,.,1.6
Cc1cc(NCc2ccccn2)nc2ccccc12,.,.,-8.7,-2.9,3.8,43.8,-0.7,.
O=C(Nc1ccccn1)c1ccc2c(c1)OCO2,0.0,.,-8.6,-2.8,0.0,22.1,-0.2,-1.7
COc1ccc(-c2cnc3c(c2)C(=O)N([C@@H](C)CO)C[C@H](C)[C@H](CN(C)C(=O)C2CCC2)O3)cc1,0.3,-0.1,-8.4,2.1,-6.1,10.1,-0.5,-2.5
N#C[C@@H]1[C@@H](c2ccccc2-c2ccccc2)[C@@H](CO)N1C(=O)NC1CCCCC1,0.1,0.3,0.8,0.1,.,-22.2,0.1,-11.1
CC(C)(CNC(=O)c1ccc(S(=O)(=O)N2CCCC2)cc1)N1CCOCC1,0.0,5.7,-17.4,7.7,2.6,-3.5,-4.6,2.2
CCCC(=O)Nc1ccc2c(c1)C(=O)N(C)C[C@@H](OC)[C@H](C)CN(C(=O)CN(C)C)[C@H](C)CO2,0.5,0.1,-2.2,.,-21.7,7.8,1.0,-2.7
Cc1ccc(-n2ncc3c(NNC(=O)c4cccs4)ncnc32)cc1,0.3,7.8,-7.9,3.8,.,1.3,-1.2,-4.8
C=CC(=O)Nc1cccc(Oc2nc(Nc3ccc(N4CCN(C)CC4)cc3OC)ncc2Cl)c1,0.2,0.8,94.6*,-98.6,.,132.9,-5.1,1.1
N#C[C@@H]1[C@H](c2ccccc2-c2cccc(F)c2)[C@H](CO)N1C(=O)Cc1cccnc1,0.7,-0.1,1.8,0.4,.,-3.5,1.2,-3.8
COC(=O)c1oc2c(c1C)C(=O)CCC2,0.1,0.0,-5.5,3.4,1.1,3.4,-1.1,-0.5
COc1ccc2c3c([nH]c2c1)[C@@H](CO)N(C(=O)c1cccnc1)CC31CCN(C(=O)CN(C)C)CC1,0.5,-0.2,5.6,2.2,.,20.1,-0.2,-7.7
CC(C)CC1C(=O)N(Cc2cn(Cc3ccco3)nn2)CCS(=O)(=O)N1Cc1ccc(-c2cccc(N(C)C)c2)cc1 (stereo not drawn),0.0,-0.1,10.9,4.8,-6.7,7.0,1.1,-4.5
CCNC(=O)CSc1nnc(CN2CCCCCC2=O)n1-c1ccccn1,0.0,0.0,-6.5,1.5,.,5.5,1.3,4.3
Cc1ccn(CCC(=O)O)n1,0.0,.,-2.8,0.4,.,1.0,-0.8,-3.0
COc1ccc(S(=O)(=O)Nc2ccc3c(c2)C(=O)N([C@H](C)CO)C[C@@H](C)[C@H](CN(C)C(=O)NC2CCCCC2)OCCCC[C@H](C)O3)cc1,-0.1,.,-20.6,-2.0,.,-20.4,0.6,18.1
CO[C@@H]1CN(C)C(=O)c2ccc(NS(C)(=O)=O)cc2OC[C@H](C)N(C(=O)NC(C)C)C[C@H]1C,0.3,-0.2,2.2,-0.5,3.5,3.6,2.1,9.9
O=C(O)C1CCN(C(=O)c2csc(-c3ccc4c(c3)CCO4)n2)CC1,-0.1,0.3,-6.3,1.2,.,-0.3,0.9,2.4
CCCC#Cc1ccc2c(c1)O[C@H](CN(C)C(=O)CN(C)C)[C@@H](C)CN([C@H](C)CO)S2(=O)=O,0.6,0.8,.,.,.,10.6,1.8,.
CC(C)NC(=O)N[C@H]1C[C@@H]2O[C@@H](CO)CC[C@@H]2O[C@@H]1CCc1ccc(-c2ccccc2F)cc1,.,.,19.5,0.7,.,.,0.7,1.4
O=C(CSc1nnc(-c2ccncc2)s1)Nc1ccc(Cl)c(C(=O)O)c1,.,.,-5.8,2.2,1.8,-5.2,4.0,-2.3
O=c1nc(SCc2c(F)cccc2Cl)nc(-c2ccccc2)[nH]1,-0.1,.,-4.5,-2.1,.,.,1.5,-0.8
C[C@@H]1CN([C@@H](C)CO)C(=O)c2ccccc2-c2ccccc2CO[C@@H]1CN(C)C(=O)[C@@H]1CCCN1C,0.3,-0.3,-12.1,0.3,2.4,8.6,-2.5,-0.7
Cc1cc(C)n(CCCNC(=O)COc2ccc([N+](=O)[O-])cc2)n1,0.1,-0.3,-18.9,-0.2,-7.9,7.3,-1.3,5.0
COCC(C)NC(=O)CSc1nc2cc(S(=O)(=O)N3CCCCC3)ccc2o1 (stereo not drawn),0.9,-1.4,1.3,3.6,-4.1,1.6,-1.5,9.3

# Entries of single compounds, quoted from the list. Order of values: XiGFP reactiv	E-selectin induc	RAD52 anneal inh	Casp6 inh	RAD54 inh	INS-1E GSIS act	F508del corr	DENV2 CPE
# O=c1nc(SCc2c(F)cccc2Cl)nc(-c2ccccc2)[nH]1 is listed as -0.1	.	-4.5	-2.1	.	.	1.5	-0.8
# COc1ccc(S(=O)(=O)Nc2ccc3c(c2)C(=O)N([C@H](C)CO)C[C@@H](C)[C@H](CN(C)C(=O)NC2CCCCC2)OCCCC[C@H](C)O3)cc1 is listed as -0.1	.	-20.6	-2.0	.	-20.4	0.6	18.1
# O=C(CSc1nnc(-c2ccncc2)s1)Nc1ccc(Cl)c(C(=O)O)c1 is listed as .	.	-5.8	2.2	1.8	-5.2	4.0	-2.3
# Cc1ccc(-n2ncc3c(NNC(=O)c4cccs4)ncnc32)cc1 is listed as 0.3	7.8	-7.9	3.8	.	1.3	-1.2	-4.8
# C[C@@H]1CN([C@@H](C)CO)C(=O)c2ccccc2-c2ccccc2CO[C@@H]1CN(C)C(=O)[C@@H]1CCCN1C is listed as 0.3	-0.3	-12.1	0.3	2.4	8.6	-2.5	-0.7

# Bioassay records from PubChem BioAssay.
